# PfGluPho inh: PfG6PD (Plasmodium falciparum) enzyme inhibition; AID 504690; 0.78% of 350,000 active; PfGluPho enzyme, NADPH resazurin-diaphorase fluorescence; inhibition, % at 20 µM;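 active = inhibition reaching at least a set limit at 20 µM in the primary screen, cut at about 59% in these data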;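 note: 0% = DMSO wells with substrate and 100% = DMSO wells lacking glucose-6-phosphate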
# APOBEC3A inh: inhibitors of human APOBEC3A DNA deaminase; inhibition, % at 20 µM; AID 493011; 0.41% of 330,000 active; recombinant A3A, FAM/TAMRA ssDNA deamination fluorescence; P31941;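 active = at least 40% inhibition at 20 µM here, with at most 30% in a related deaminase screen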;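 note: plate controls were A3A with DMSO for no effect and wells lacking A3A enzyme for full effect; some results filed as inactive read as strong as hits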
# Target sequence (P31941 whole entry, looked up): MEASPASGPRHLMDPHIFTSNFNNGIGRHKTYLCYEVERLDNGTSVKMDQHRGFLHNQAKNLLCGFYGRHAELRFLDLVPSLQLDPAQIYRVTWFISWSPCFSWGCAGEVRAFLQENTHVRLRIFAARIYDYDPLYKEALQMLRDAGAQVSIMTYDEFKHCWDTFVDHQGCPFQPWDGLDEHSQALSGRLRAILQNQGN
# ATG4B inh: inhibitors of human ATG4B cysteine protease | inhibition, % at 8.33 µM | 0.51% of 340,000 active | Q9Y4P1 | ATG4B cleavage of LC3-PLA2, NBD-HPC fluorescence, 1 h | AID 504462; in the data active = inhibition above about 40%
# Target sequence (Q9Y4P1 whole entry, looked up): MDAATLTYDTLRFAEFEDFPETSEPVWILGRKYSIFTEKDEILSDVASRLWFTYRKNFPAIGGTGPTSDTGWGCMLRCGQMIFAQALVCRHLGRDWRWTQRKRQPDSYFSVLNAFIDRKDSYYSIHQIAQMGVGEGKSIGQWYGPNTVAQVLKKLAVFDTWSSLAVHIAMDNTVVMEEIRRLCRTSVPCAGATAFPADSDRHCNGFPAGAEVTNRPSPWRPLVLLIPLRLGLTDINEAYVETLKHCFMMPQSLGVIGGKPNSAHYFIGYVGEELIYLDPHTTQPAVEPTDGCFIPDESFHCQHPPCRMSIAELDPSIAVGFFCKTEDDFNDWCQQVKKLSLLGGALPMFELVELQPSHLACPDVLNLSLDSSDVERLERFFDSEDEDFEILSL
# mIAP act: mouse IAP activation; muIAP, CDP-Star luminescence, 30 min; active compounds read high; 1 = vehicle-only enzyme signal, 0 = enzyme-free wells; AID 2805; 0.24% of 330,000 active; activation factor at 10 µM;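 active = activation factor of at least 2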; note: the source names both 10 and 20 µM as test concentration; values of inactives mirror those of a sister screen read the other way
#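 Assay system: mouse IAP enzyme; Reagent: CDP-Star chemiluminescent phosphatase substrate; Compound: DMSO-dissolved test compounds; Incubation: 30 min, room temperature; Technique: luminescence from enzymatic CDP-Star hydrolysis; Controls: DMSO-only wells and no-enzyme negative control.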
# hIAP block: blocks human intestinal alkaline phosphatase; P09923; purified IAP, CDP-Star luminescence, 30 min; inhibition, % at 10 µM; 0.12% of 330,000 active;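 active = inhibition reaching a set limit with compound at 10 µM in the primary screen, cut at about 35% in these data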;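 note: plate controls were DMSO wells with enzyme for no effect and no-enzyme buffer wells for full effect; values of inactives mirror those of a sister screen read the other way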
# Target sequence (P09923 whole entry, looked up): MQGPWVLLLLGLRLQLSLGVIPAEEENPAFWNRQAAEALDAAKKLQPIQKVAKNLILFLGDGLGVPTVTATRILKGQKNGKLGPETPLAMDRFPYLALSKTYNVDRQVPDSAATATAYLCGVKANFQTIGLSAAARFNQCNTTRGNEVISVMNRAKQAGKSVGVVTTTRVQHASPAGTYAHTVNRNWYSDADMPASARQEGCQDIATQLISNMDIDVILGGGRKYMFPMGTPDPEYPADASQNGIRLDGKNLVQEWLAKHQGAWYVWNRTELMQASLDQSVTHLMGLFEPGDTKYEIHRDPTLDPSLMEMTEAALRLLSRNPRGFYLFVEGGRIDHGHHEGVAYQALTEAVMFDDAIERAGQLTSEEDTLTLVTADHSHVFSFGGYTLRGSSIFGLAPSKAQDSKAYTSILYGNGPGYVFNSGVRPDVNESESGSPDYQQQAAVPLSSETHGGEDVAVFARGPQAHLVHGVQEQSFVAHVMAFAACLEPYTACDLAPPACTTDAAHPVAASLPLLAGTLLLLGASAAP
# mIAP block: blocks mouse intestinal alkaline phosphatase; purified mouse IAP, CDP-Star luminescence, 30 min; 0.2% of 330,000 active; inhibition, % at 10 µM;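 active = inhibition of at least 40% at 10 µM in the primary screen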;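 note: plate controls were DMSO with enzyme for no effect and no enzyme wells for full effect; values of inactives mirror those of a sister screen read the other way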
# HKDC1 inhibitor: inhibitors of human hexokinase HKDC1. recombinant HKDC1, G6PDH/diaphorase resazurin coupled fluorescence. inhibition, % at 20 µM. 0.16% of 340,000 active. AID 493160;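 active = inhibition above about 35% when tested at 20 µM, limit read from the data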;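 note: plate controls were DMSO wells with enzyme for no effect and DMSO wells lacking enzyme for full effect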
#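 System: Recombinant HKDC1 hexokinase | Amount: HKDC1 at 5 µg/mL | Reagent: Glucose with 1 mM ATP | Doses: Single 20 µM dose | Incubation: Reaction time 90 min, room temperature, protected from light | Signal: Coupled resazurin fluorescence, excitation 525 nm, emission 613 nm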
# hIAP act: human IAP activation; P09923; purified human IAP, CDP-Star luminescence, 30 min; active compounds read high; 1 = vehicle-only enzyme, 0 = enzyme-free background; activation factor at 10 µM; 0.16% of 330,000 active;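 active = activation factor of the enzyme at least 2-fold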; note: the source names both 10 and 20 µM as test concentration; values of inactives mirror those of a sister screen read the other way
# Starred values were filed as active, the others as inactive; . = no result given. No enrichment for hits (roughly 2.4% active in at least one column).
item	Molecule	PfGluPho inh	APOBEC3A inh	ATG4B inh	mIAP act	hIAP block	mIAP block	HKDC1 inhibitor	hIAP act
1	CCOC(=O)c1c(NC(NC(C)=O)C(Cl)(Cl)Cl)sc2c1CCCC2 (stereo not given)	34	0	-5	0.89	4	11	11	0.96
2	COc1ccc(CN(C)C(=O)c2cc(S(=O)(=O)N3CCCCCC3)ccc2OC)cc1OC	-10	-3	4	1	-23	-2	-5	1.2
3	Cc1ccc(OCCOCCOc2ccc(Br)cc2/C=N\NC(=O)c2ccncc2)cc1	41	-4	17	0.9	-8	10	0	1.1
4	O=C(NCC1CCCO1)c1ccc(NS(=O)(=O)c2cccs2)cc1 (stereo not given)	34	-1	-6	1	3	0	2	0.97
5	CCNC(=O)CSc1nc2cc([N+](=O)[O-])ccc2n1-c1cccc(C(F)(F)F)c1	11	-1	5	1	1	0	-14	0.99
6	CN(C)N1C(N)=C(C#N)C(c2ccccc2F)C2=C1CC(C)(C)CC2=O (stereo not given)	-3	-7	-5	1	3	-4	-2	0.97
7	Cc1ccccc1OCC(=O)NNC(=O)CCc1ccccc1	-2	4	1	0.92	-1	8	-6	1
8	CN(C)c1ccc(C(CNC(=O)c2ccccc2F)c2c[nH]c3ccccc23)cc1 (stereo not given)	15	1	-13	1	-10	0	-1	1.1
9	CC(=O)Nc1ccc(NC(=O)CSc2ncc(C(=O)Nc3ccc(F)cc3)c(=O)n2C)cc1	-9	-5	2	0.82	0	18	1	0.99
10	COc1ccc(N2CCN(C(=O)C3CC(=O)N(c4ccc(C)cc4)C3)CC2)cc1 (stereo not given)	3	-6	0	1.1	-16	-6	-4	1.2
11	O=C(NCCc1ccccc1)C1CC(=O)N(C2CCCCCC2)C1 (stereo not given)	-6	-4	-3	1.1	-10	-5	-7	1.1
12	CCN(CC)CCCNc1nc2ccccc2c2nc(-c3ccncc3)nn12	-17	7	-6	0.88	6	12	-1	0.94
13	O=P(CCC(F)(F)F)(CCC(F)(F)F)CCC(F)(F)F	-14	10	7	0.93	10	7	4	0.9
14	CCOC(=O)c1nccnc1C(=O)Nc1cccc(C(F)(F)F)c1	-1	-3	-4	1	4	-4	7	0.96
15	Cc1cc(N(CCO)CCO)ccc1C(c1ccc(N(CCO)CCO)cc1C)c1ccccc1Cl	11	-3	10	0.97	15	3	2	0.85
16	NC(=O)C1CCN(CC(=O)Nc2cc(S(=O)(=O)N3CCOCC3)ccc2N2CCCC2)CC1	3	3	0	0.85	-12	15	-3	1.1
17	CCC1(CC)Cc2ccccc2-c2nc(CN(C)C)[nH]c(=O)c21	6	-1	1	0.91	-30	9	-2	1.3
18	COc1ccc(NS(=O)(=O)c2cccc(C(=O)N/N=C/c3cccs3)c2)cc1	-8	2	-12	0.92	-14	8	-9	1.1
19	O=C(CCCN1C(=O)CCC1=O)Nc1cccc(C(F)(F)F)c1	12	2	-5	0.96	5	4	-5	0.95
20	CCC(=O)N1CCc2cc(S(=O)(=O)CCC(=O)N3CCCC(C)C3)ccc21 (stereo not given)	5	-4	-7	0.96	-17	4	1	1.2
21	O=c1[nH]c(Cc2ccc(Cl)cc2)nc2ccccc12	0	-2	6	0.93	-2	7	-8	1
22	COc1cc2cnc(-c3ccccc3)c(-c3cccc(C(F)(F)F)c3)c2cc1OC	19	6	-12	1	5	0	17	0.95
23	Oc1c(CN2CCCCC2)cc(COCc2ccccc2)c2cccnc12	14	-1	3	1	0	-5	-11	1
24	Nc1cccc(Nc2ncnc3ccccc23)c1	6	-6	-5	1.1	9	-5	5	0.91
25	O=C(CSc1nc2ccc(Cl)cc2o1)NCc1ccc2c(c1)OCO2	17	21	-5	1.1	-7	-5	-5	1.1
26	CC(C)Cn1[nH]c2c3c(ccc2c1=O)C(=O)c1ccccc1C3=O	-7	3	-4	1.1	9	-5	24	0.91
27	COc1cc(-n2c(N)c(C(=O)NCc3ccco3)c3nc4ccccc4nc32)cc(OC)c1OC	11	-1	-8	0.9	-8	10	-2	1.1
28	COc1ccc(N2CCN(S(=O)(=O)CCNC(=O)C3CCCCC3)CC2)cc1	0	-3	-4	0.98	-12	2	-4	1.1
29	COc1c(N2CCN(C(=S)NC3CC4CCC3C4)C(C)C2)c(F)cc2c(=O)c(C(=O)O)cn(C3CC3)c12 (stereo not given)	-1	-1	0	0.91	3	10	3	0.97
30	C/C(=N\NC(=O)COc1ccc(C(C)(C)C)cc1)c1ccc(OC(F)F)cc1	19	0	-5	0.95	7	5	4	0.93

# Compound profiles, as listed above. Order of values: PfGluPho inh | APOBEC3A inh | ATG4B inh | mIAP act | hIAP block | mIAP block | HKDC1 inhibitor | hIAP act
# Profile of NC(=O)C1CCN(CC(=O)Nc2cc(S(=O)(=O)N3CCOCC3)ccc2N2CCCC2)CC1 : 3 | 3 | 0 | 0.85 | -12 | 15 | -3 | 1.1
# Profile of COc1c(N2CCN(C(=S)NC3CC4CCC3C4)C(C)C2)c(F)cc2c(=O)c(C(=O)O)cn(C3CC3)c12 (stereo not given) : -1 | -1 | 0 | 0.91 | 3 | 10 | 3 | 0.97
# Profile of COc1ccc(NS(=O)(=O)c2cccc(C(=O)N/N=C/c3cccs3)c2)cc1 : -8 | 2 | -12 | 0.92 | -14 | 8 | -9 | 1.1

# Additional compounds.
item	Molecule	PfGluPho inh	APOBEC3A inh	ATG4B inh	mIAP act	hIAP block	mIAP block	HKDC1 inhibitor	hIAP act
31	COc1ccc(CN(CC(=O)NCc2ccc3c(c2)OCO3)C(=O)c2csnn2)cc1	1	6	-1	1.1	-12	-8	1	1.1
32	COC(=O)CSc1nccc(C)n1	2	-2	-4	1	-40	0	-11	1.4
33	O=C(Nc1ccc(Cl)cn1)c1cc2c(s1)-c1ccccc1OC2	-4	-11	-6	1	-2	-5	-7	1
34	Cc1cccc(CN2C[C@]34C=C[C@@H](C[C@@H]3S2(=O)=O)O4)c1	3	-1	-7	1.1	-14	-9	-3	1.1
35	COc1ccc(C2C(C(C)=O)=C(O)C(=O)N2c2cccnc2)c(OC)c1 (stereo not given)	-4	2	-1	0.95	3	5	-6	0.97
36	COc1cc(C2C(C#N)=C(N)OC3=C2C(=O)CCC3)cc2c1OCO2 (stereo not given)	-6	4	3	1.2	-4	-15	-7	1
37	Cc1cc2ccccn2c1C(=O)c1nc(N2CCOCC2)ncc1Cl	1	4	7	1.1	-3	-8	-1	1
38	CCn1c(=O)cc(SCC(=O)Nc2cccc(C)n2)c2ccccc21	-12	4	2	0.99	-7	1	5	1.1
39	CCOc1ccccc1NC(=O)c1ccc(NC(=O)C2CCCO2)cc1 (stereo not given)	-1	5	-7	0.99	-2	0	-1	1
40	COc1cc2c(cc1OC)C(c1ccc(Br)cc1)CC(=O)N2 (stereo not given)	-17	-7	0	0.99	12	1	-4	0.88
41	NC(=O)CC[C@H](NC(=O)c1ccc(F)cc1)C(=O)OCC(=O)NCc1ccc(F)cc1	4	6	3	1	9	-2	-8	0.91
42	COc1ccc(C2/C=C\CN(C(=O)OCC3c4ccccc4-c4ccccc43)CC(=O)N2Cc2cccc(F)c2)cc1 (stereo not given)	12	4	22	1.1	.	-13	1	.
43	Cc1ccc2c(c1)C1(C(=O)N2C)N2CC3(C)CN1CC(C)(C2)C3=O (stereo not given)	-10	-2	2	1	-13	-3	7	1.1
44	COc1c(C(=O)Nc2ccccc2N2CCOCC2)cc2ccccc2c1Br	48	-4	1	0.91	1	9	2	0.99
45	CS(=O)(=O)c1nsc2nc(=O)c(/C=C3\C=Nc4ccccc43)c(N)n12	-13	0	13	0.92	2	8	17	0.98
46	NC(=O)CC(NC(=O)Cc1ccc(Br)cc1)c1ccc(NC2CCCC2)c([N+](=O)[O-])c1 (stereo not given)	1	3	-8	0.81	6	19	-6	0.94
47	Cc1ccc(COC(=O)c2ccc3c(c2)C(=O)N(CCCN2CCOCC2)C3=O)cc1	-7	0	0	1	11	-4	12	0.89
48	O=C(CCC(=O)c1cccs1)OCC(=O)c1ccccc1F	-15	-1	-4	0.98	-13	2	-4	1.1
49	COc1ccc(S(=O)(=O)NC2CC(C)(C)NC(C)(C)C2)c(C)c1C	.	-3	.	0.98	5	2	.	0.95
50	CCN(C(=O)COC(=O)c1cc(OC)ccc1Br)C1CCS(=O)(=O)C1 (stereo not given)	-9	-5	1	1.1	-13	-7	-3	1.1
51	Cc1cccc(-c2n[nH]c(=S)n2/N=C/c2ccc(C)s2)c1	14	2	11	0.92	3	8	8	0.97
52	COc1ccc2oc(C(=O)OCC(=O)NC(=O)NC(C)C)c(C)c2c1	-3	-2	-14	0.98	-6	2	1	1.1
53	COc1ccc(-c2cc(C3CC3)nc(N)c2C#N)cc1	3	6	9	1	-5	-4	1	1.1
54	O=C(Nc1ccc(S(=O)(=O)N2CCCCC2)cc1)C1CC(=O)N(c2ccc(F)cc2)C1 (stereo not given)	8	-4	-12	1	15	-3	7	0.85
55	N#Cc1cc2c(nc1SCC(=O)Nc1sc3c(c1C#N)CCC3)CCC2	0	4	-6	0.83	18	17	1	0.82
56	CCCC1(CCC)C(=O)NC(=NCCc2ccc(OC)c(OC)c2)NC1=O	4	-5	1	0.99	-8	0	-11	1.1
57	CC(C)Sc1nc2c(c(=O)n(C)c(=O)n2C)n1C	-5	-1	-7	1	-23	-1	5	1.2
58	COC(=O)c1ccc(CNC(=O)COC(=O)CCC2CCCC2)cc1	4	0	6	1.1	-76	-5	-2	1.8
59	O=C(NCc1ccc2[nH]c3c(c2c1)CCCC3)N1CCOCC1	.	-2	.	0.97	1	3	.	0.99
60	Cc1cccc(C(=O)OCC(=O)Nc2ccc3c(c2)OCCO3)c1	21	5	-1	1.1	3	-6	-4	0.97
61	Cc1nn(CC(=O)Nc2ccc3c(c2)nc(CCN2CCCCC2)n3C)c(=O)c2ccccc12	9	3	-2	0.97	-20	3	-6	1.2
62	Cc1ccc(C(=O)O)cc1NC(=S)NC(=O)c1ccc(COc2ccccc2)cc1	-18	-1	7	0.79	14	21	2	0.86
63	C=CCn1c(COc2ccc(F)cc2)nnc1SCC(=O)c1c[nH]c2c(CC)cccc12	-12	-2	-5	0.92	14	8	-7	0.86
64	CCn1c(SCC(=O)OCc2ccccc2)nc2c1c(=O)n(C)c(=O)n2C	-18	-2	0	0.98	3	2	-1	0.97
65	CC(=O)c1cc2c(cc1NC(=O)CN1CCN(c3ccc(F)cc3)CC1)OCO2	4	0	4	1.1	-2	-8	-5	1
66	Cc1nc(NC(=O)COC(=O)C2=NNC(=O)CC2)c(Cl)cc1Cl	-22	0	-11	1	16	-4	4	0.84
67	Cc1ccc(/C=N/NC(=O)c2ccoc2C)o1	-2	-3	9	0.98	7	2	-9	0.93
68	C=CCOc1ccc(C(=O)c2ccccc2)c(OCC(=O)NC2(C#N)CCCC2)c1	4	-2	7	0.93	5	7	2	0.95
69	COc1ccccc1CNC(=O)Cn1cc([N+](=O)[O-])ccc1=O	-16	-5	0	0.9	29	10	-5	0.71
70	O=C(O)CCCC(=O)N1CCc2cc(S(=O)(=O)N3CCc4ccccc43)ccc21	6	-1	-2	1.1	-3	-10	3	1
71	Cc1nn(-c2cc(Cl)ccc2N)c(=O)c2ccccc12	1	-2	5	0.97	-9	3	-7	1.1
72	COc1ccccc1-n1cnc2cc(NCc3ccccc3O)ccc21	15	6	0	1	2	-3	-2	0.98
73	COc1cccc(C(=O)N2CCn3c2nc2ccccc23)c1	-2	-3	6	0.99	-1	1	-7	1
74	O=C(Cn1cccc1)NCc1cccs1	-4	-5	1	0.95	5	5	10	0.95
75	O=[N+]([O-])c1ccc(-c2cnc(SCc3ccccc3Cl)[nH]2)cc1	-2	22	16	0.91	-4	9	0	1
76	COc1ccc(CNC(=O)C(C)Sc2nc3ccccc3c(=O)n2CCCN2CCOCC2)cc1 (stereo not given)	3	2	0	1.2	-7	-15	-7	1.1
77	CCc1ccc(NC(=O)NC2CCCCCCC2)cc1	23	2	4	2.7*	-56	-172	-1	1.6
